# Bioassay records from PubChem BioAssay.
# NPSR antag = antagonists of human neuropeptide S receptor cAMP signaling; Q6W5P4; CHO-NPSR cells, cAMP TR-FRET, antagonist mode; Potency, µM (titrated, usually from 38.3 µM), inactives show top-dose activity change, negative = inhibition, hits mostly inhibitors; 1% of 220,000 active; note: potency is the fitted concentration of half-maximal effect; % is set by controls: 0 for no effect and ±100 for the full control effect; nearly all actives have a fitted effect of over 50% in size; many of its hits are not listed in these tables
# Luc counter = Kinase-Glo luciferase inhibition (counter-screen); Potency, µM (series often up to 38.3 µM), inactives show at the highest dose activity change, negative = inhibition, usual class: inhibitors; 0.28% of 200,000 active; Kinase-Glo luciferase, ATP luminescence, 8 min; AID 1379; note: potency is the fitted concentration of half-maximal effect; % is set by controls: 0 for no effect and ±100 for the full control effect; nearly all actives have a fitted effect of over 60% in size
#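 Luminescence was the read-out, taken after 8-minute incubation at ambient temperature. Luciferase turned over luciferin with 10 uM ATP in imidazole pH 7.2 buffer containing KCl, MgCl2, Tween 20 and BSA.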
# L3MBTL1 inh = inhibitors of human L3MBTL1. Q9Y468. AlphaScreen L3MBTL1–H3K9me1 peptide binding. Potency, µM (series often up to 57.1 µM), for inactives: at the top dose activity, negative = inhibition, hits mostly inhibitors. 0.66% of 230,000 active. AID 485360; note: potency is the fitted concentration of half-maximal effect; % is set by controls: 0 for no effect and ±100 for the full control effect; nearly all actives have a fitted effect of over 60% in size
# Target sequence (Q9Y468 whole entry, looked up): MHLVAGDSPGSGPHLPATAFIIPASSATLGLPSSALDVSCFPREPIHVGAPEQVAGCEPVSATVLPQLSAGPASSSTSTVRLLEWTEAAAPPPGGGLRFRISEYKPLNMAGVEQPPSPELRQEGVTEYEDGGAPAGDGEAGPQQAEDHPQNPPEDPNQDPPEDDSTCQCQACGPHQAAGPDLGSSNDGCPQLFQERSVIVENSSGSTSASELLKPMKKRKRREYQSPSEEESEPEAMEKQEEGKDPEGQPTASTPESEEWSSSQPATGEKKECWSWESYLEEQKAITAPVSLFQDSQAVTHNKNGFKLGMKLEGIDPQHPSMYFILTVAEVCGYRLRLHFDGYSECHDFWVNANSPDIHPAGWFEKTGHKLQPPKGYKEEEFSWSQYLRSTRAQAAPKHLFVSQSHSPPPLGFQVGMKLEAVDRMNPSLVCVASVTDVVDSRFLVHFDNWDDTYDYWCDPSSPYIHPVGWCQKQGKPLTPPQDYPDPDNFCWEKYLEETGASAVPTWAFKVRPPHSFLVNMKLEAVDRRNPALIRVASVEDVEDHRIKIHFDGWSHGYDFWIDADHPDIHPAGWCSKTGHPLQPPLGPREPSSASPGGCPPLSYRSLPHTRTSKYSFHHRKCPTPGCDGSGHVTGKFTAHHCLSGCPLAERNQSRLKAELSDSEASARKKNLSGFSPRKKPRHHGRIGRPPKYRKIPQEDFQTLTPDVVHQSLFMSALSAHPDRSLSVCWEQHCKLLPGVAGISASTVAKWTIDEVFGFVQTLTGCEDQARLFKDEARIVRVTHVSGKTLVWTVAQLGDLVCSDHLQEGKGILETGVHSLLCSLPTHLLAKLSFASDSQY
#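 L3MBTL1 (50 nM) pre-complexed 30 min with biotinylated H3(1-15)K9me1 peptide (75 nM), then compounds added for 30 min at room temperature; AlphaScreen streptavidin donor/nickel chelate acceptor beads (10 ug/mL final) read after 30 min dark incubation.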
# CBFb RUNX1 block = blocks binding between human CBF-beta and RUNX1 | AlphaScreen CBFb-His/RUNX1-biotin binding, biochemical | Potency, µM (top dose mostly 59.8 µM), for the others: at the highest dose activity, negative = inhibition, most hits filed as inhibitors | 230,000 tested, under 10 active; note: % of control where 0% means no effect
#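 Proteins preincubated together for 20 min at RT before compound addition; 15 min later, nickel and streptavidin beads were added and left 90 min prior to AlphaScreen measurement.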
# IMPase Li inh = IMPase inhibition in cells with lithium potentiation; CHO-M1 cells, IP1 TR-FRET (IP-One), carbachol + lithium; Potency, µM (titrated, usually from 59.4 µM), for inactives: at the highest dose activity, negative = IMPase inhibition, most hits filed as inhibitors; 0.35% of 210,000 active; AID 1457;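 note: IP1 builds up when IMPase is blocked and the TR-FRET signal falls; potency is the fitted concentration of half-maximal effect; plate controls were basal vehicle for no effect and high inhibitor control for full effect; nearly all actives have a fitted effect of over 50% in size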
#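 Test compounds were applied to CHO-M1 cells previously cultured for 16–30 h at 2000 per well. A small lithium amount accompanied them; after 30 min at 37C, IP1 was quantified by TR-FRET.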
# HTT aggregate = mutant huntingtin aggregation inhibition; PC12 HttQ103-GFP aggregates, Acumen cytometry, 40 h; Potency, µM (top dose mostly 46.1 µM), without a hit: top-dose activity change, negative = inhibition, hits mostly inhibitors; 1.1% of 220,000 active; note: potency is the fitted concentration of half-maximal effect; % is set by controls: 0 for no effect and ±100 for the full control effect; nearly all actives have a fitted effect of over 60% in size
#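 Quantitative HTS on tebufenozide-induced (100 nM) PC12 cells stably expressing polyQ103 Huntingtin exon 1–GFP. Reduction of bright GFP aggregates, detected by laser scanning cytometry after lysis, identified actives across the titration.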
# Epigenetic reg = regulators of epigenetic silencing causing reporter derepression in mouse cells. 0.2% of 280,000 active. Potency, µM (doses to about 53.9 µM), inactives show top-dose GFP activation, actives largely listed as activators. AID 1865. murine LDR cells, GFP reporter derepression, 30 h; note: potency is the fitted concentration of half-maximal effect; % of control where 0% means no effect; nearly all actives have a fitted effect of over 60% in size
#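 Murine LDR cells carrying a silenced, genomically integrated CMV-driven GFP reporter were exposed to compound for 30 hours at 37 C. After PBS washes, GFP-positive cells (20–120 um objects) were counted by laser-scanning microplate cytometry.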
# An asterisk follows results filed as active; u = inconclusive; x = no result given; [ ] = another dose, or the depositor's remark. Calls come from the whole dose curve; as a rule, active = well fitted curve in the direction sought with a large enough effect; inconclusive = small, poorly fitted or top-dose-only effect, or another doubt; inactive = no such curve, though single readings can be large; an effect the other way counts as inactive or inconclusive. A portion of the library; count on the stated rates, not on these rows.
SMILES,NPSR antag,Luc counter,L3MBTL1 inh,CBFb RUNX1 block,IMPase Li inh,HTT aggregate,Epigenetic reg
CN1CCN(S(=O)(=O)c2cccc(C(=O)N(c3ccccn3)C3CCCCC3)c2)CC1,-13%[46.1 µM],-1%,9%,1%,2%[38.3 µM],-3%,1.2%
O=C(NCC(c1ccco1)N1CCN(c2ccc(F)cc2)CC1)OCc1ccccc1 (stereo unspecified),-23%,6%,-10%,-2%,8%,-2%,0.0%
N#C/C(=C/c1ccc2c(c1)OCO2)C(=O)Nc1ccc(O)cc1,5%,-2%,4%,-10%,8%,u,7.6%
CCC(C)NC(=O)CSc1nc2ccsc2c(=O)n1NC(=O)c1ccccc1 (stereo unspecified),-6%[46.1 µM],1%,x,2%,-14%[38.3 µM],9%,-1.7%
CCCCN(CC(=O)NCc1ccc(F)cc1)C(=O)c1ccco1,-3%,0%,5%,2%,0%,5%[9.22 µM],1.6%
O=c1nc2cccc3c2=c(/c1=C(\O)c1ccccc1)c1ccccc1c3=O,-49%,-2%,-29%,10%,9%,-8%[9.22 µM],-5.5%
Cn1c(COc2cccc3ccccc23)nnc1SCC(=O)OC1CCCCC1,12%,x,x,6%,x,-3%[9.22 µM],-1.1%
O=C(CN1CCOCC1)NCc1ccccc1,0%[46.1 µM],2%,-4%[11.4 µM],1%,4%[38.3 µM],0.32µM*,0.0%
COc1cccc(CNc2nc(-c3cccnc3)nc3ccccc23)c1,-15%,3%,-10%,-4%,10%,-5%,1.6%
Cc1ccccc1-n1c(-c2ccco2)n[nH]c1=S,2%,-5%,1%,5%,-10%,9%,-4.6%
O=C(Nc1ccccc1)c1cccc(C(F)(F)F)c1,11%,1%,14%,u,0%,20%,1.1%
NC(=O)c1nn(-c2ccccc2)nc1NC(=O)CN1CCCC1,9%,x,x,5%,x,22%[9.22 µM],0.9%
CCn1c(SCC(=O)Nc2cc(C)on2)nc2sc(C)c(C)c2c1=O,3%[46.1 µM],2%,x,-3%,-6%[38.3 µM],-26%,-1.0%
CCC(C)NS(=O)(=O)c1ccc(NC(=O)C(Sc2ccccc2)c2ccccc2)cc1 (stereo unspecified),-13%[46.1 µM],x,-3%,4%,x,u,2.7%
CCOC(=O)N1CCC(NCCNC(=O)c2ccccc2)CC1,-10%[46.1 µM],2%,-2%,7%,39%[activator][38.3 µM],26%,-1.1%
CCOc1ccc(/C=N/Nc2ccccn2)cc1OC,-9%,-4%,-14%,-8%,-1%,-2%,0.0%
CC(C)(C)C(=O)Cn1ncc(N2CCOCC2)c(Br)c1=O,8%,3%,5%[11.4 µM],7%,2%,5%,-0.1%
O=C1CCCC(O)=C1N=Nc1c(Cl)cc(Cl)cc1Cl,8%[46.1 µM],2%,-14%,-13%,-10%,-3%,0.0%
Cc1c(C(=O)O)oc2ccc(S(=O)(=O)N3CCC(C)CC3)cc12,3%[46.1 µM],-7%,27%,5%,20%[38.3 µM],-4%,0.0%
N#Cc1c(N2C(=O)C3C4C=CC(C4)C3C2=O)sc2c1CCC2 (stereo unspecified),-3%[46.1 µM],-3%,16%,10%,26%[38.3 µM],-6%,-1.1%
CC(=O)NC1N=C(C)N(c2ccccc2)C1=O (stereo unspecified),-23%[46.1 µM],2%,x,1%,-3%[38.3 µM],14%[9.22 µM],-2.9%
Cn1cc(C(=O)N2CCc3ccccc3C2)c(=O)c2cc(S(=O)(=O)N3CCCCC3)ccc21,5%,0%,-3%,9%,-5%,-1%,7.4%
O=C(O)c1cccc(N=NN2CCOCC2)c1,-3%,-2%,2%,2%,3%,18%[9.22 µM],-0.2%
O=C(NCCCN1CCOCC1)c1cc(-c2cccs2)on1,-1%[46.1 µM],-1%,-1%,5%,-10%[38.3 µM],3%,14µM*
CCC(NC(=O)Nc1ncccc1C)(C(F)(F)F)C(F)(F)F,2%[7.67 µM],-9%,1%,0%,-2%[38.3 µM],-9%,10%
SMILES,NPSR antag,Luc counter,L3MBTL1 inh,CBFb RUNX1 block,IMPase Li inh,HTT aggregate,Epigenetic reg
c1ccc(C[n+]2cccc3c4ccccc4ccc32)cc1,3%[46.1 µM],0%,6%,-1%,25%[38.3 µM],28µM*,-1.1%
O=C(CN1CCCC1)N1CCCc2c1c(=O)oc1ccc(OCc3ccccc3)cc21,-3%[46.1 µM],-3%,-4%,-4%,28%[38.3 µM],u,1.0%
CNC(=O)/C(=C\c1cccc(Oc2ccccc2)c1)NC(=O)c1ccccc1,6%,-5%,8%,10%,-1%,-12%,0.0%
CC(C)COC(=O)CCn1[nH]c(=O)c2ccccc2c1=O,-11%[46.1 µM],13%,1%,-3%,-12%[38.3 µM],-7%,-1.2%
O=c1/c(=C/c2cn(-c3ccccc3)nc2-c2ccc(F)cc2)sc2nc3ccccc3n12,-6%[46.1 µM],-5%,0%,3%,6%[38.3 µM],6%,0.1%
O=C(O)c1ccc(N/N=C/c2ccc(-c3ccccc3Cl)o2)cc1,u,x,1%,5%,x,5%[9.22 µM],5.7%
N#C/C(=C\c1ccc(N2CCOCC2)c([N+](=O)[O-])c1)c1nc2ccccc2[nH]1,-9%,1%,0%,u,39%[activator],u,-3.2%
O=C(NCCOC(=O)c1ccncc1)c1ccccc1,-25%[46.1 µM],-1%,-1%,2%,-14%[38.3 µM],-6%,-1.4%
O=C(c1cccc2ccccc12)C1CCCN(C(=O)CCCn2cncn2)C1 (stereo unspecified),17%,1%,-2%,5%,-1%,-13%[9.22 µM],-1.1%
O=C(N1CCCCC1)C12CC3CC(CC(C3)C1)C2,-1%[46.1 µM],-2%,2%,19%,3%,2%,-1.2%
N#CC(c1ccccc1)c1ccc2c(C(F)(F)F)cc(C(F)(F)F)nc2n1 (stereo unspecified),u,-12%,x,-16%,24%[38.3 µM],22µM*,-4.7%
COc1ccc(C(=O)NC(=S)N2CCN(c3ccc([N+](=O)[O-])cc3)CC2)cc1,-18%,-1%,-3%,3%,11%,-6%,-1.0%
O=C(Nc1ccccc1Cl)N1CCN(c2ccc3nnc(-c4ccc(F)cc4)n3n2)CC1,-28%[46.1 µM],1%,3%,-1%,22%[38.3 µM],-28%,-0.1%
CCOc1c(Br)cc(C(N)=O)cc1OC,0%[46.1 µM],-2%,-6%,-1%,-2%[38.3 µM],-23%,-0.2%
O=C(CSc1n[nH]c(-c2ccco2)n1)N1c2ccccc2Sc2ccccc21,-37%[46.1 µM],1%,-24%,-18%,-11%[38.3 µM],-9%,0.1%
COc1ccc(-n2c(Cc3cc(=O)[nH]c(=O)[nH]3)nnc2SCC(=O)NC2CCCC2)cc1,-1%[46.1 µM],2%,13%,4%,4%[38.3 µM],-10%,0.8%
Cc1cccc(NC(=O)c2cnn(-c3ccc(F)cc3)c2C2CCNCC2)c1C,1%,1%,x,-2%,-4%,-22%,-2.7%
C#CCOC(=O)C(NC(=O)c1ccccc1)=C1CCCCC1,-2%[46.1 µM],-1%,x,4%,20%[38.3 µM],3%,0.8%
CC(=O)Nc1ccc2c(c1)C(=O)N(c1cccc(C)c1)C2=O,0%,x,x,5%,x,-2%[9.22 µM],3.3%
CCOc1ncccc1C(=O)Nc1ccc(S(=O)(=O)N2CCCC2)cc1,-11%,2%,6%,-6%,-6%,-8%,-0.6%
COc1ccc(CNC(=O)C2CC(=O)N(c3ccc(OCC(=O)N4C(C)CCCC4C)cc3)C2)cc1 (stereo unspecified),-7%[46.1 µM],3%,24%[11.4 µM],4%,23%[38.3 µM],5%,0.9%

# Some of the entries above, set out differently.
Structure: O=C(NCCOC(=O)c1ccncc1)c1ccccc1
  NPSR antag: -25%[46.1 µM]
  Luc counter: -1%
  L3MBTL1 inh: -1%
  CBFb RUNX1 block: 2%
  IMPase Li inh: -14%[38.3 µM]
  HTT aggregate: -6%
  Epigenetic reg: -1.4%

Structure: O=c1/c(=C/c2cn(-c3ccccc3)nc2-c2ccc(F)cc2)sc2nc3ccccc3n12
  NPSR antag: -6%[46.1 µM]
  Luc counter: -5%
  L3MBTL1 inh: 0%
  CBFb RUNX1 block: 3%
  IMPase Li inh: 6%[38.3 µM]
  HTT aggregate: 6%
  Epigenetic reg: 0.1%

# In the list so far, these have a thiophene ring, fused or not.
SMILES,NPSR antag,Luc counter,L3MBTL1 inh,CBFb RUNX1 block,IMPase Li inh,HTT aggregate,Epigenetic reg
CCC(C)NC(=O)CSc1nc2ccsc2c(=O)n1NC(=O)c1ccccc1 (stereo unspecified),-6%[46.1 µM],1%,x,2%,-14%[38.3 µM],9%,-1.7%
CCn1c(SCC(=O)Nc2cc(C)on2)nc2sc(C)c(C)c2c1=O,3%[46.1 µM],2%,x,-3%,-6%[38.3 µM],-26%,-1.0%
N#Cc1c(N2C(=O)C3C4C=CC(C4)C3C2=O)sc2c1CCC2 (stereo unspecified),-3%[46.1 µM],-3%,16%,10%,26%[38.3 µM],-6%,-1.1%
O=C(NCCCN1CCOCC1)c1cc(-c2cccs2)on1,-1%[46.1 µM],-1%,-1%,5%,-10%[38.3 µM],3%,14µM*
